CCT chaperon mod: cytosolic chaperonin activity modulation. AID 651819. activity change, % (test concentration not listed), hits read low. 0.3% of 360,000 active. purified chaperonin ATPase assay, HTRF ADP detection, 30 min; in the data active means activity change below about -30%; further: on the % scale 0 is the no-effect control and ±100 the full control effect
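TRiC (40 or 20 nM final, by batch activity) in 30 mM Tris pH 7.4, 100 mM KCl, 5 mM MgCl2, 1 mM DTT was treated with compound at 76 uM single dose, then 10 uM ATP, 30 min at 37 °C. ADP was read by HTRF Transcreener.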
Nrf2 block: blocks Nrf2 signaling | A549 ARE-Fluc reporter, luciferase luminescence, 18-24 h | Potency, µM (series often up to 46 µM), without a hit: top-dose activity change, negative = inhibition, actives largely listed as inhibitors | 2.1% of 360,000 active | AID 504444; further: potency means the concentration at half of the fitted maximal effect; on the % scale 0 is the no-effect control and ±100 the full control effect; nearly all actives have a fitted effect of over 60% in size
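Nrf2 function is reported as luminescence of an ARE-controlled luciferase in A549 cells. Compounds were tested at several concentrations, and a CellTiter-Fluor read on the same wells flagged cytotoxicity.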
pAkt inh: Akt phosphorylation inhibition; 0.32% of 360,000 active; activity change, % for hits at 50 µM; Neuro2A IGF-stimulated pAkt S473 HTRF, 20 min; stronger effect = lower value; in the data active means activity change below about -80%; inconclusive means mostly about -51% to -80%; further: on the % scale 0 is the no-effect control and ±100 the full control effect
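Neuro2A cells (4,500/well, DMEM with 0.5% FBS) were treated with compound at a single 50 µM final concentration, stimulated with 6 nM IGF for 20 min at 37 °C, and lysed. Phospho-Akt Ser473 was read by HTRF as 665/615 ratio ×10^4.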
A549 viability: A549 cytotoxicity, counter-screen for Nrf2 inhibitors | A549 ARE-Fluc cells, CellTiter-Fluor viability, 18-24 h | Potency, µM (highest dose often 46 µM), inactives show at the highest dose activity change, negative = cytotoxicity, actives largely listed as inhibitors | 0.16% of 390,000 active | AID 504648; further: potency means the concentration at half of the fitted maximal effect; on the % scale 0 is the no-effect control and ±100 the full control effect
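A549 ARE-Fluc cells in 5% FBS OPTI-MEM, 5000 cells/well, rested 2 h then exposed to compounds in concentration-response for 18-24 h at 37 °C. Viability by CellTiter-Fluor fluorescence (Ex 405/Em 525) after 30 min; luciferase luminescence (BugLite, 15 min, RT) read afterwards.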
TGFb SMAD3 inh: inhibitors of TGF-b signaling. 1.2% of 410,000 active. Potency, µM (highest dose often 46.1 µM), for the others: top-dose activity, negative = inhibition, hits mostly inhibitors. AID 588855. HepG2 CAGA-GFP TGF-b/SMAD3 reporter, GFP fluorescence, 18 h; TGF-beta stimulated, 500 pg/mL final; further: potency means the concentration at half of the fitted maximal effect; on the % scale 0 is the no-effect control and ±100 the full control effect; nearly all actives have a fitted effect of over 65% in size
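Using HEPG2 CAGA-GFP reporter cells at 1000 cells/well, we pinned test compounds, stimulated with recombinant TGF-beta (500 pg/mL final) and measured total well GFP after 18 h.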
Nrf2 activator: activators of Nrf2 (ARE) signaling; AREc32 ARE-luciferase reporter (MCF7-derived line), luminescence, 24 h; Potency, µM (titrated, usually from 46.1 µM), inactives show at the highest dose activation, usual class: activators; 0.31% of 410,000 active; further: potency means the concentration at half of the fitted maximal effect; % of control where 0% means no effect; nearly all actives have a fitted effect of over 65% in size
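Steps: seed AREc32_Fluc cells (1000/well, 5% FBS OPTI-MEM); incubate overnight at 37 deg C; add 23 nL compound; incubate 24 hr; add Steady-Glo; hold 30 min RT; read luminescence.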
MmCpn inh: inhibitors of Methanococcus maripaludis chaperonin (MmCpn); purified Mm-Cpn ATPase, ADP Transcreener TR-FRET; Potency, µM (top dose mostly 76.9 µM), without a hit: at the highest dose activity, negative = inhibition, actives largely listed as inhibitors; 0.031% of 330,000 active; AID 504842; further: potency means the concentration at half of the fitted maximal effect; on the % scale 0 is the no-effect control and ±100 the full control effect; nearly all actives have a fitted effect of over 80% in size
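25 nM Mm-CPN + cpd, 10 min 37°C; + 10 uM ATP, 30 min 37°C; buffer 30 mM Tris pH 7.4, 100 mM KCl, 5 mM MgCl2, 1 mM DTT; Transcreener ADP HTRF detection 30 min RT.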
HepG2 tox: counter-screen for TGF-b inhibitors: cytotoxicity in HepG2 cells; HepG2 CAGA-GFP viability, ATP luminescence, 18 h; Potency, µM (series often up to 46.1 µM), inactives show top-dose activity change, negative = cytotoxicity, actives largely listed as cytotoxic; 0.76% of 410,000 active; further: potency means the concentration at half of the fitted maximal effect; some results filed as inactive show a strong effect at the top dose
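HepG2 CAGA-GFP cells (1000/well, DMEM with 1% FBS) received compound, then TGF-beta at 500 pg/mL final, and were incubated 18 hours at 37 degrees C. Viability was read by CellTiter-Glo luminescence. Media-only wells were set as complete cell-killing and DMSO as no toxicity.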
Abeta rescue: restores growth of yeast expressing A-beta42 peptide; yeast expressing A-beta42, growth rescue, OD600, 48 h; response scale: 0% DMSO, 100% iron-clioquinol control; AID 1347071; Potency, µM (doses to about 46.1 µM), without a hit: at the highest dose growth rescue, actives largely listed as activators; 0.063% of 410,000 active; further: potency means the concentration at half of the fitted maximal effect; nearly all actives have a fitted effect of over 55% in size
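Growth rescue measured by 600 nm absorbance after 48 h yeast culture at 30 C with compound. Values normalized between DMSO and an equimolar ferric chloride plus clioquinol control.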
* marks the source's active call; other numbers are inactive results; i = inactive; ? = inconclusive; / = not tested or not shown; & = joins results of further samples; [ ] = another dose, or the depositor's remark. Unless noted, the call rests on the fitted dose curve; in most records, active means well fitted curve in the direction sought with a large enough effect; inconclusive means small, poorly fitted or top-dose-only effect, or another doubt; inactive means no such curve, though single readings can be large; an effect the other way counts as inactive or inconclusive.

SMILES	CCT chaperon mod	Nrf2 block	pAkt inh	A549 viability	TGFb SMAD3 inh	Nrf2 activator	MmCpn inh	HepG2 tox	Abeta rescue
COc1ccc(OC)c(S(=O)(=O)NCCc2sc(-c3ccc(C)cc3)nc2C)c1	/	/	/	6%	-27%	6.3%	/	-19%	-19%
CC(=O)c1ccc(N2CCN(C(=O)C3CCCN(S(=O)(=O)c4cnc[nH]4)C3)CC2)cc1 (stereo not drawn)	0.8	10%	i	-2%	-7%	1.9%	-3%	8%	-10%
COC(=O)c1ccccc1NC(=O)CSc1n[nH]c(-c2ccco2)n1	2.2	-20%	i	4%	-5%	2.0%	-1%	-4%	0%
COc1ccc(-c2nnc(-c3ccccc3)o2)cc1OC	-1.1	?	i	0%	4%	5.9%	-2%	-9%	-30%
CC1CCCN(C(=O)CSc2nnc(-c3cccs3)o2)C1 (stereo not drawn)	-2.0	?	i	2%	-12%	0.4%	2%	1%	-12%
Cc1ccc(C(=O)NNC(=O)c2nn(-c3ccc(F)cc3)ccc2=O)cc1	0.4	12%	i	0%	-2%	0.4%	1%	-38%	8%
COc1ccc(NC(=O)c2c(C)oc3ccc(O)c(CN4CCOCC4)c23)cc1	/	22%	/	1%	-8%	0.8%	/	-10%	-8%
CC1=C(C(=O)N(C)C)CC(CC(=O)NCCCN(C)C)C(=O)N1CCC1=CCCCC1 (stereo not drawn)	0.2	/	i	/	4%	-0.7%	/	-3%	-2%
Cc1cccc(N2CCN(S(=O)(=O)c3ccc4c(c3)CCN4C(=O)CCC(=O)O)CC2)c1C	-0.7	/	/	-3%	5%	-0.2%	-2%	4%	11%
O=C(CSc1ccc2ccccc2c1)Nc1ccncc1	-4.2	7.3µM*	i	-10%[1.84 µM]	-17%	-0.1%	-1%	-24%	14%
COCCCN1C(=O)c2oc3ccccc3c(=O)c2C12C(=O)N(C)c1ccccc12 (stereo not drawn)	/	-1%	/	-5%	1%	0.1%	/	9%	-9%
Cc1ccc(/C=C2\SC(=S)N(CCCC(=O)Nc3cc(C)on3)C2=O)cc1	-0.6	?	i	6%	1%	-2.7%	1%	0%	7%
Cc1ccc(CSc2nc3cccnc3n2Cc2ccc(C(=O)NCc3ccco3)cc2)cc1	/	6%	/	-5%	-28%	4.5%	/	-23%	8%
CC1(C)CC(=O)C=C(c2ccc(-c3cnc4ccccc4c3)cc2)C1=O	-1.6	/	i	/	-6%	0.2%	/	-23%	-7%
COC(=O)CNC(=O)CCC(=O)N1CCN(C(c2ccccc2)c2ccccc2)CC1	-4.1	-5%	i	0%	-11%	-0.7%	-7%	5%	10%
COc1ccc(CN2CCNC(=O)C2CC(=O)NCCCn2cccn2)c(OC)c1 (stereo not drawn)	0.6	13%	i	11%	-16%	-0.2%	3%	-22%	-7%
O=C(NCCc1ccco1)c1nn(Cc2ccccc2)c(=O)c2ccccc12	-1.6	?	i	-8%	-15%	6.4%	-6%	-16%	-3%
CCOC(=O)C1(Cc2ccc(OC)cc2)CCN(C(=O)CN2CCN(CC)CC2)CC1	0.8	-1%	i	0%	4%	0.0%	2%	-10%	-6%
O=C(c1ccccc1Br)N1CCN(c2ccccc2)CC1	-0.4	/	i	-2%	35%[activator]	0.1%	1%	-7%	13%
C[C@H](NC(=O)[C@@H]1CCCN1C(=O)[C@@H]1CCCN1C(=O)c1cccc2ccccc12)c1ccccc1	-0.3	/	i	/	/	-0.8%	/	/	-8%
CC(C)NC(=O)NS(=O)(=O)c1cnccc1N1CCCCC1	-1.8	/	i	-1%	21%	-0.5%	1%	17%	0%
O=c1oc2ccccc2c(N2CCCCC2)c1CN1CCCCC1	0.6	9%	i	-1%	-3%	0.0%	2%	2%	-16%
CS(=O)(=O)N1CCN(C(=O)c2cc(-c3cccs3)nc3ccccc23)CC1	2.7	/	i	-10%	13%	2.4%	-3%	-32%	9%
O=C(CCC(=O)c1cccs1)OCc1nc2ccccc2s1	0.9	18%	i	-5%	-1%	-0.3%	0%	1%	-1%
O=C(NCc1ccccc1F)C1CCCN(S(=O)(=O)N2CCOCC2)C1 (stereo not drawn)	-2.2	-19%	i	5%	-21%	0.4%	-2%	19%	-10%

Some of these compounds in order of number of heavy atoms, ascending:
SMILES	CCT chaperon mod	Nrf2 block	pAkt inh	A549 viability	TGFb SMAD3 inh	Nrf2 activator	MmCpn inh	HepG2 tox	Abeta rescue
CC1=C(C(=O)N(C)C)CC(CC(=O)NCCCN(C)C)C(=O)N1CCC1=CCCCC1 (stereo not drawn)	0.2	/	i	/	4%	-0.7%	/	-3%	-2%
Cc1cccc(N2CCN(S(=O)(=O)c3ccc4c(c3)CCN4C(=O)CCC(=O)O)CC2)c1C	-0.7	/	/	-3%	5%	-0.2%	-2%	4%	11%
C[C@H](NC(=O)[C@@H]1CCCN1C(=O)[C@@H]1CCCN1C(=O)c1cccc2ccccc12)c1ccccc1	-0.3	/	i	/	/	-0.8%	/	/	-8%

Among those listed so far, 3 contain a halogen:
SMILES	CCT chaperon mod	Nrf2 block	pAkt inh	A549 viability	TGFb SMAD3 inh	Nrf2 activator	MmCpn inh	HepG2 tox	Abeta rescue
Cc1ccc(C(=O)NNC(=O)c2nn(-c3ccc(F)cc3)ccc2=O)cc1	0.4	12%	i	0%	-2%	0.4%	1%	-38%	8%
O=C(c1ccccc1Br)N1CCN(c2ccccc2)CC1	-0.4	/	i	-2%	35%[activator]	0.1%	1%	-7%	13%
O=C(NCc1ccccc1F)C1CCCN(S(=O)(=O)N2CCOCC2)C1 (stereo not drawn)	-2.2	-19%	i	5%	-21%	0.4%	-2%	19%	-10%

Continued.
SMILES	CCT chaperon mod	Nrf2 block	pAkt inh	A549 viability	TGFb SMAD3 inh	Nrf2 activator	MmCpn inh	HepG2 tox	Abeta rescue
O=C(c1cccs1)N1CCN(C(=O)c2cn(-c3ccccc3)nc2-c2ccccc2)CC1	-2.4	?	i	1%	-16%	4.5%	-12%	-22%	4%
O=C(NC1CCCCC1)c1ccc2c(c1)N(Cc1cccc(Cl)c1)C(=O)c1ccccc1S2(=O)=O	/	/	/	12%	-38%	-0.7%	/	-21%	6%
COc1ccc(NC(=S)N(CCN2CCOCC2)Cc2ccccc2F)cc1	1.4	-3%	i	-2%	-1%	-0.5%	-3%	-2%	-2%
COc1cc2c(cc1OC)C1=C(C#N)CCC(=NC(=O)c3ccc(Cl)cc3)N1CC2	-0.2	-4%	i	-5%	6%	0.3%	-1%	11%	-8%
COc1ccccc1C(=O)n1nc(-c2cccnc2)nc1N	-1.6	17%	i	-6%	0%	0.4%	1%	6%	0%
c1ccc2c(c1)ncn2-c1ncnc2sc3c(c12)CCCC3	-2.8	-22%	i	1%	1%	-0.1%	-1%	6%	-33%[inhibitor]
Cc1ccc(-c2cc(-c3n[nH]c(=S)o3)c3ccccc3n2)cc1	-4.6	-13%	i	6%	-13%	2.3%	-5%	0%	-86%[inhibitor]
CCCOCC1CC2(CC(C)(c3csc(N)n3)OC2=O)C(=O)O1 (stereo not drawn)	-0.2	5%	i	-11%	-10%	-0.2%	-1%	2%	18%
O=C(c1cccs1)N(Cc1ccco1)c1nc(-c2ccc(F)cc2)cs1	-1.1	-16%	i	10%	0%	5.0%	?	-2%	3%
CC(=O)Nc1cncc(-c2cccc(C(=O)NC3CC3)c2)n1	0.7	/	i	/	-11%	0.8%	/	3%	-10%
Cc1cc(=O)[nH]c(/N=C(\N)Nc2ccc3c(c2)OCCO3)n1	-0.5	?	i	2%	1%	3.3%	1%	4%	1%
COc1ccc(CCNC(=S)NCCc2ccc(OC)c(OC)c2)cc1OC	1.4&0.1	-22%	i	-8%	-11%&-14%	3.0%&-1.8%	-2%	0%&1%	-8%&11%
CC(=O)Nc1cc(-c2cccc(F)c2)cn2c(-c3ccc(S(C)(=O)=O)cc3)cnc12	-0.8	/	i	/	19%	8.4%	/	0%	-7%
Cc1ccn2c(=O)cc(CSc3nnc(C)s3)nc2c1	/	/	/	-4%	1%	3.2%	/	-2%	-13%
Fc1ccc(CNc2ncnc3c2cnn3-c2ccccc2)cc1	-2.2	/	i	0%	-11%	2.0%	/	-11%	10%
Cc1ccc(C2=CN(Cc3ccccc3)CCC2=O)cc1	2.3	29%	i	5%	3%	7.5%	1%	-5%	6%
CN(Cc1ccon1)Cc1cn(C)nc1-c1cccc(Cl)c1	-2.5	-15%	i	1%	24%	0.1%	-5%	9%	-11%
CCCCCC(=O)Nc1ccc2oc(-c3cccnc3)nc2c1	-2.4	-8%	i	-6%	-17%	-0.5%	0%	-22%	-10%
CCc1ccc(N(C2C=CS(=O)(=O)C2)S(=O)(=O)c2ccccc2)cc1 (stereo not drawn)	-1.7	0%	i	-2%	-15%	3.6%	1%	-14%	-2%
C=CCN(C(=O)c1ccccn1)C(C(=O)NCc1ccccc1)c1ccccc1F (stereo not drawn)	1.9	2%	i	8%	3%	-0.2%	-5%	0%	24%
CCOc1cc(C(=O)NC2CC(C)(C)NC(C)(C)C2)cc(OCC)c1OCC	-2.9	1%	i	1%	7%	3.0%	5%	-12%	13%
Cn1nc([N+](=O)[O-])nc1Sc1ccc(Cl)cc1	-1.7	7%	i	2%	0%	-0.5%	3%	-5%	6%
CCOC(=O)[C@H]1[C@H]2COc3ccc(C)cc3[C@@H]2N2C(=O)CN(CC3CCCO3)C(=O)[C@@]12C (stereo partly drawn)	0.1	12%	i	-4%	1%	-1.4%	1%	-3%	-1%
O=C(NNC(=O)c1ccc(Cl)cc1Cl)Nc1ccccc1	0.8	6%	i	6%	-18%	-0.7%	-4%	18%	17%

Bioassay records from PubChem.
